Screens: PubChem, National Center for Advancing Translational Sciences (NCATS)
NPSR antagonist – neuropeptide S receptor (human) antagonism, cAMP; Q6W5P4; CHO-NPSR cells, cAMP TR-FRET, antagonist mode; Potency, µM (doses to about 38.3 µM), for the others: top-dose activity change, negative = inhibition, most hits filed as inhibitors; 1% of 220,000 active; AID 1461; further: on the % scale 0 is the no-effect control and ±100 the full control effect; nearly all actives have a fitted effect of over 50% in size; many of its hits are not listed in these tables
Target sequence (Q6W5P4 whole entry, looked up): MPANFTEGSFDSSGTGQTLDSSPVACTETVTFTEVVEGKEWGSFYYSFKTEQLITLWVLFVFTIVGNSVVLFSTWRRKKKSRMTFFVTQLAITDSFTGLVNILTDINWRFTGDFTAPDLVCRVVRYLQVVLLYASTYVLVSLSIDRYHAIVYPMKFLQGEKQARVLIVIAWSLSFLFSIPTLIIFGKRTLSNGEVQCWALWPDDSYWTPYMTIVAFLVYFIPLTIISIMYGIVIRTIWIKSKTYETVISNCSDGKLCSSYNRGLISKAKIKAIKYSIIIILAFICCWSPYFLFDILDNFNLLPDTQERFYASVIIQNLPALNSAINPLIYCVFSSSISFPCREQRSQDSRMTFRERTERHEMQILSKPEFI
ALDH1A1 block – ALDH1A1 (human) enzyme inhibition; 7.3% of 220,000 active; Potency, µM (top dose mostly 75.3 µM), for inactives: top-dose activity, negative = inhibition, usual class: inhibitors; Purified ALDH1A1, NADH fluorescence, propionaldehyde substrate; active means well fitted inhibition curve with a large enough effect, not every such curve was filed as active; inconclusive means small, poorly fitted or top-dose-only effect, or another doubt; inactive means no such curve, though single readings can be large or run the other way;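 further: plate controls were no enzyme wells and a reference inhibitor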
GAA inhib – inhibitors of human lysosomal alpha-glucosidase; purified human GAA, 4-MU-alpha-glucoside fluorescence; Potency, µM (top dose mostly 76.9 µM), inactives show at the highest dose activity change, negative = inhibition, most hits filed as inhibitors; 0.005% of 200,000 active; AID 1466;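 further: plate controls were uninhibited enzyme wells for no effect and no-enzyme background for full effect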
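Fluorogenic assay: 4 nM human alpha-glucosidase with 400 uM 4-methylumbelliferyl-alpha-D-pyranoside in 50 mM citrate/phosphate, 0.005% Tween-20, pH 5.0, 20 min at room temperature. Compounds tested up to 77 uM; AC50 from Hill fits.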
aGlu spleen mod – inhibits or activates alpha-glucosidase in human spleen homogenate. P10253. human spleen homogenate, 4-MU-alpha-glucoside fluorescence. Potency, µM (top dose mostly 79.9 µM), for the others: top-dose activity change, negative = inhibition, usual class: inhibitors. 0.006% of 240,000 active. AID 2112;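 further: 0% = enzyme with vehicle and -100% = no enzyme basal signal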
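Human spleen homogenate (1 ug) with 4-methylumbelliferyl-alpha-D-glucopyranoside (1 mM final) in 50 mM citrate/phosphate pH 5.0, 0.01% Tween-20; 40 min at 37 C. Stopped at pH 10; 4-MU fluorescence Ex 365/Em 440 nm; AC50 by Hill fit.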
GLA spleen mod – inhibits or activates alpha-galactosidase in human spleen homogenate. Potency, µM (doses to about 80 µM), for the others: top-dose activity change, negative = inhibition, actives largely listed as inhibitors. 0.008% of 240,000 active. human spleen homogenate, 4MU-alpha-Gal fluorescence, 40 min;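 further: 0% = enzyme with vehicle and -100% = no enzyme basal signal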
Target sequence (P06280 32-429 limits assumed): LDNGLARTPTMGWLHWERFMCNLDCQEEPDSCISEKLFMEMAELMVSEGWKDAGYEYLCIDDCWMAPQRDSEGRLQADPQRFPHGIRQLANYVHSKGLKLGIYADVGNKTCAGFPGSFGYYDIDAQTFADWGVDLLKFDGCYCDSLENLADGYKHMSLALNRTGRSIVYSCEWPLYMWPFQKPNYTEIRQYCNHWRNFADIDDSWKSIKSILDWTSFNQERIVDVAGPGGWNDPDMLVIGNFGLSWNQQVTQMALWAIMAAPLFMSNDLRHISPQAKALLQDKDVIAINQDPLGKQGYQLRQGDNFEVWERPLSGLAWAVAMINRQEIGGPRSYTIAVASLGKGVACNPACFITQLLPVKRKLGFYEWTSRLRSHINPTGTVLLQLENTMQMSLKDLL
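qHTS titration in buffer at pH 5.0. Alpha-galactosidase activity in spleen homogenate was measured via 4-methylumbelliferone release from 1 mM fluorogenic substrate after 40 min at 37C and a pH 10 stop. AC50 came from Hill fits of control-normalized data.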
Tau fluor cs – counter-screen for tau fibril formation inhibitors. tau K18 P301L Alexa594 fluorescence, heparin fibrillization. Potency, µM (highest dose often 57.7 µM), without a hit: at the top dose activity change, negative = decrease. 0.93% of 280,000 active. AID 1463; further: on the % scale 0 is the no-effect control and ±100 the full control effect; nearly all actives have a fitted effect of over 55% in size
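Human tau K18 P301L (15 uM unlabeled, 0.24 uM Alexa 594-labeled) in 100 mM sodium acetate pH 7 with 20 uM heparin, 6 hr at 37 C. ThT 30 uM added, 1 hr ambient; Alexa 594 FP and total fluorescence read at 555/632 nm.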
GAA glycogen mod – GAA glycogen-cleavage inhibition or activation; recombinant GAA, glycogen substrate, Amplex Red glucose oxidase fluorescence; Potency, µM (doses to about 76.4 µM), for the others: top-dose activity change, negative = inhibition, actives largely listed as inhibitors; 0.38% of 300,000 active;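 further: 0% = full enzyme reaction and -100% = no-enzyme basal signal; the screen sought inhibitors and activators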
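Recombinant enzyme (4 nM final) with compounds titrated up to 77 uM and bovine liver glycogen (30 ug) in citrate pH 5.0, 0.01% Tween-20, 37 C 40 min. Released glucose detected by Amplex Red/glucose oxidase (Ex 573/Em 610); AC50 from Hill fits.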
Epigenetic derep – epigenetic control regulation, reporter derepression; AID 1865; 0.2% of 280,000 active; murine LDR cells, GFP reporter derepression, 30 h; Potency, µM (doses to about 53.9 µM), for the others: at the top dose GFP activation, hits mostly activators; further: % of control where 0% means no effect; nearly all actives have a fitted effect of over 60% in size
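Reporter derepression read as number of fluorescent GFP-positive objects, 20-120 um in size, counted by laser-scanning cytometer. Mouse LDR line with an epigenetically silenced CMV-GFP locus; compound incubation 30 h, 37 C.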
* hit, by the source's call; ? = inconclusive; . = not tested or not shown; [ ] = another dose, or the depositor's remark. Unless noted, the call rests on the fitted dose curve; in most records, active means well fitted curve in the direction sought with a large enough effect; inconclusive means small, poorly fitted or top-dose-only effect, or another doubt; inactive means no such curve, though single readings can be large; an effect the other way counts as inactive or inconclusive. Potency means the concentration at half of the fitted maximal effect.

Below each compound – NPSR antagonist, ALDH1A1 block, GAA inhib, aGlu spleen mod, GLA spleen mod, Tau fluor cs, GAA glycogen mod, Epigenetic derep
COC(=O)/C(=C\C(=O)c1ccccc1)Nc1cccc(C(F)(F)F)c1
    3.6%[46.1 µM], ?, -4.9%, 3.9%, -12.2%, -1.0%, -3.6%, 1.2%
O=C(/C=C/c1cccc([N+](=O)[O-])c1)N1CCN(S(=O)(=O)c2cccs2)CC1
    -14.7%, ?, -3.8%, 0.4%, -6.9%, -7.1%, 3.7%, 1.9%
Cc1ccc2nsnc2c1S(=O)(=O)N1CCCC1C(=O)O (stereo unspecified)
    -1.7%, -3.7%, 1.6%, -0.6%, -2.0%, -6.8%, 12.3%, 1.0%
COc1cccc(OCC(=O)NNC(=O)CCc2ccccc2)c1
    1.5%, -5.4%, ?, ., -15.0%, -0.6%, 6.7%, -1.3%
CC(=O)Oc1ccc(C(=O)Nc2cccc(-c3nnc(-c4ccco4)o3)c2)cc1
    5.3%, ., ., -4.9%, 3.1%, -13.6%, 1.6%, 0.0%
CC(C)c1ccc(C(=O)CSc2ncn[nH]2)cc1
    -8.0%[46.1 µM], ?, -4.0%, -1.2%, -1.6%, -8.7%, 5.0%, -1.1%
CC(OC(=O)c1cccs1)C(=O)Nc1nc(-c2ccccc2)cs1 (stereo unspecified)
    7.1%, -0.8%, 3.4%, -4.1%, -2.1%, ?, 1.5%, -1.0%
COc1cnc(-c2ccccc2)nc1OC
    14.6%, 12.5%, -12.4%, ., -2.8%, -2.6%, -4.6%, 9.7%
O=C(NC1CCS(=O)(=O)C1)c1cnccn1 (stereo unspecified)
    -8.4%[46.1 µM], -3.5%, -2.7%, 2.1%, 0.5%, -1.8%, -8.3%, -0.7%
CCCOc1ccc(C(=O)ON=C2CCN(C)CC2)cc1
    7.2%, -11.4%, -5.0%, 7.5%, 13.4%, -4.4%, 6.7%, 0.7%
CCC(=O)Nc1cccc(C(=O)OCC(=O)c2ccccc2Cl)c1
    -1.1%[46.1 µM], -4.7%, 10.8%, 2.5%, 12.8%, -0.4%, 7.5%, 0.0%
Fc1ccc(-c2csc(N3CCOCC3)n2)cc1
    -11.7%, ., ., -3.0%, 1.4%, -23.1%, 2.6%, 3.6%
C=C(C)CN1C(=O)C(=O)N(CC(=C)C)C1=O
    16.2%, ., ., -2.7%, -7.3%, -1.8%, 0.6%, 3.8%
FC(F)(F)c1nnc2ccc(N3CCOCC3)nn12
    5.7%[46.1 µM], 5.1%, 1.0%, -7.2%, -7.8%, 3.3%, -0.7%, 0.0%
CCNc1nc(NCC)n2c(SCc3nc4ccccc4c(=O)[nH]3)nnc2n1
    -9.0%[46.1 µM], 2.8%, -0.1%, 1.5%, 4.3%, 7.7%, 5.1%, 0.9%
CC(C)CC(=O)NC(=S)Nc1cccc(NC(=O)c2ccccc2Cl)c1
    -20.3%[46.1 µM], ?, -0.3%, -5.3%, -3.0%, -22.8%, -9.6%, 2.0%
Cc1c(NS(=O)(=O)c2ccc(N3CCCCC3)c([N+](=O)[O-])c2)c(=O)n(-c2ccccc2)n1C
    4.3%, -3.1%, -7.9%, 9.3%, 27.1%, -0.6%, 6.7%, -1.3%
O=C(CC1SCCNC1=O)Nc1cccc([N+](=O)[O-])c1 (stereo unspecified)
    50.2%, ., ., -0.6%, 5.7%, -22.1%, -1.3%, 0.0%
O=C(NCCN1CCOCC1)C(=O)NCC1OCCN1C(=O)c1ccc(Cl)cc1 (stereo unspecified)
    8.3%, 14.3%, 1.4%, -0.2%, -6.2%, -1.2%, 5.7%, 2.3%
CS(=O)(=O)N(Cc1ccco1)CC(O)Cn1c2ccccc2c2ccccc21 (stereo unspecified)
    -14.4%[46.1 µM], 4.0%, -13.1%, 5.4%, -0.4%, -24.9%, -3.7%, 0.0%
Cc1ccc(N2C(=O)c3n[nH]c(C)c3C2c2ccccn2)cc1 (stereo unspecified)
    -3.2%[46.1 µM], -4.6%, -3.3%, -7.3%, 1.2%, 4.5%, 3.5%, -1.1%
CCn1c(=O)cc(OCC(=O)O)c2ccccc21
    -1.3%[46.1 µM], -3.7%, -0.7%, -1.9%, 2.6%, -15.3%, 4.4%, 3.9%
Cc1oc(-c2ccccc2Cl)nc1CN1CCCCC1CO (stereo unspecified)
    -1.2%, -3.1%, 9.5%, -5.7%, 0.3%, -8.3%, 6.5%, 3.2%
Cc1ccc(CNC(=O)Cc2ccc(-n3cccc3)cc2)cc1
    7.0%, 9.3%, 0.5%, 7.5%, -4.2%, 4.6%, 2.9%, -0.9%
CC(=O)c1cccc(NC(=O)Nc2ccc(C(=O)N3CCOCC3)cc2)c1
    -7.5%[46.1 µM], ?, 0.3%, -1.3%, -4.0%, -2.5%, 4.2%, 0.1%
Cc1ccc(C(NC(=O)/C=C\c2ccc3c(c2)OCO3)C(=O)Nc2ccc3c(c2)OCO3)cc1 (stereo unspecified)
    0.3%, ?, -4.5%, -8.3%, 3.0%, -2.1%, -5.9%, 6.7%
O=C(NCc1ccc2c(c1)OCO2)C1CCCN(S(=O)(=O)c2cccs2)C1 (stereo unspecified)
    -1.2%[46.1 µM], -11.1%, -1.2%, 0.2%, 3.4%, 3.4%, -10.6%, 0.0%
COC(=O)c1sc(NC(=O)c2cccc([N+](=O)[O-])c2)c(C(N)=O)c1C
    -12.8%, 10µM*, -1.0%, -4.1%, 2.3%, -11.4%, -10.1%, -2.0%
O=C(CCS(=O)(=O)c1ccccc1)Nc1ccc(N2CCOCC2)cc1
    9.0%, 14.3%, -0.4%, 0.6%, -20.6%, 0.8%, 6.4%, -0.8%
Cc1ccc(-n2c(C)cc(/C=C(\C#N)C(=O)NCC3CCCO3)c2C)cc1 (stereo unspecified)
    -8.1%[46.1 µM], 3.16µM*, ?, -6.2%, 6.9%, -0.3%, 1.7%, 0.0%
COC(=O)C1=C(C)N(CCCC(=O)O)C(=O)NC1c1ccc(-c2ccccc2)cc1 (stereo unspecified)
    5.8%, -9.2%, 5.4%, -12.2%, -18.9%, -11.3%, 6.1%, 1.0%
CCOc1ccc(NC(=S)N2CCCN(Cc3cc(C)ccc3C)C2)cc1
    -21.1%, 0.5%, 5.3%, 0.8%, -3.0%, ?, -3.2%, 0.0%
COC(=O)/C(=C/c1ccco1)NC(=O)c1ccco1
    6.4%, 10µM*, 0.0%, -4.4%, -3.9%, 0.5%, -12.1%, 0.0%
Cc1ccc(S(=O)(=O)C(C)C(=O)NCCS(=O)(=O)c2ccc(Cl)cc2)cc1 (stereo unspecified)
    -1.3%, ?, -14.2%, ., -3.1%, -7.7%, 0.9%, -2.4%
O=C(N/C(=C/c1cccnc1)C(=O)N1CCOCC1)c1ccccc1Br
    20.6%, 18.6%, -2.6%, -16.2%, -4.8%, 1.7%, 5.6%, -1.0%
Cc1ccccc1-c1nc(CS(=O)(=O)CC(=O)N2CCc3ccccc3C2)c(C)o1
    -1.9%[46.1 µM], ?, -0.4%, -2.7%, -0.1%, -5.6%, -3.4%, 1.7%
COc1ccc(N2CCN(CC(O)COc3ccc([N+](=O)[O-])cc3)CC2)cc1 (stereo unspecified)
    7.8%, 9.8%, -7.8%, 6.9%, 4.4%, -3.5%, -4.4%, -1.0%
CCOC(=O)c1cccc(NC(=O)CSc2nnc(CNc3ccc(C)cc3)n2CC)c1
    -6.6%[46.1 µM], ?, -10.6%, 4.3%, 4.8%, ?, -22.0%, 0.0%
COc1cccc(C(=O)N2CCN(Cc3cccc(F)c3)CC2)c1
    -15.6%[46.1 µM], 17.8µM*, -3.5%, -1.3%, -1.9%, -4.3%, 4.4%, 0.9%
COc1ccc(-c2onc3ccc(Br)cc23)cc1
    -3.8%, -7.1%, -7.1%, 3.4%, 6.8%, -14.4%, 5.5%, 0.9%
O=C(O)c1ccc(/C=N/NC(=S)NCc2ccccc2)cc1
    0.7%, 1.5%, -3.8%, -0.3%, -8.1%, 6.6%, -2.3%, -0.1%
C=CCOC(=O)C(C#N)c1nc2ccccc2nc1N1CCCC1 (stereo unspecified)
    -22.9%[46.1 µM], ?, 0.2%, 2.7%, 12.6%, -8.3%, -3.6%, -1.1%
COc1ccc(Cc2c(O)nc(SCC(=O)N3CCCCCC3)[nH]c2=O)cc1
    -11.4%[46.1 µM], ?, -0.1%, -12.5%, -1.3%, -12.4%, 3.5%, -1.2%
COc1ccc(C2CCCN2C(=O)c2cccs2)cc1 (stereo unspecified)
    6.0%[46.1 µM], 4.4%, -9.4%, -1.3%, 4.8%, 1.4%, 1.5%, 0.0%
Nc1cc(-c2ccc(Br)cc2)[nH]n1
    0.4%, 18.3%, -2.1%, -2.7%, -0.9%, -0.7%, 2.1%, -2.2%

Single entries from the results shown.
Value of COc1ccc(Cc2c(O)nc(SCC(=O)N3CCCCCC3)[nH]c2=O)cc1 under GAA inhib: -0.1%
Value of COC(=O)C1=C(C)N(CCCC(=O)O)C(=O)NC1c1ccc(-c2ccccc2)cc1 (stereo unspecified) under ALDH1A1 block: -9.2%

(continued)
Below each compound – NPSR antagonist, ALDH1A1 block, GAA inhib, aGlu spleen mod, GLA spleen mod, Tau fluor cs, GAA glycogen mod, Epigenetic derep
CCSc1nnc(NC(=O)c2csc(C)c2)s1
    0.8%[46.1 µM], -8.6%, -11.2%, -5.2%, 2.9%, -1.3%, 5.7%, -1.1%
CSc1nc(C)cc(SCC(=O)Nc2ccccc2)n1
    13.6%[46.1 µM], -1.3%, 0.5%, 7.7%, 6.8%, -7.3%, 17.7%, 0.7%
CC(C)(C)OC(=O)NCCCCCNC(=O)c1[nH]cnc1C(=O)N[C@@H](Cc1ccccc1)C(=O)OCc1ccccc1
    16.3%, -2.2%, ., 8.0%, 17.2%, ?, -28.1%, ?
Cc1cccc(C(=O)Nc2ccccc2-c2nnn(CC(=O)Nc3ccc4c(c3)OCCO4)n2)c1
    -10.7%[46.1 µM], 0.3%, 4.2%, -6.6%, 4.9%, ?, 0.1%, ?

These rows are one share of the data. The share of hits here may be higher or lower than overall.
